# Bioassay records: PubChem BioAssay, several laboratories
# CF NFkB inh – inhibitors of PAF-induced NF-kB signaling, primary screen, cell-based, GFP fluorescence, uHTS | 360,000 compounds, 0.86% hits | KKLEB NF-kB-GFP reporter, GFP fluorescence overnight | inhibition, % at 5 µM;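 active = at least 50% inhibition at 5 µM, scaled per plate between neutral and stimulator controls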;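 also: PAF is a Pseudomonas aeruginosa culture filtrate used as stimulus; plate controls were PAF-stimulated DMSO wells for no effect and unstimulated DMSO wells for full effect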
# iPSC survival up – enhancers of single-cell hiPSC survival, primary screen, ATPlite luminescence | 100% = ROCK inhibitor wells, 0% = DMSO | survival enhancement, % at 20 µM | 360,000 compounds, 0.044% hits; in the data active = survival enhancement above about 18%;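 also: cells exposed to compounds for 16 hours before the ATP read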
# NR2E3 ag-1 – NR2E3 agonists in two-hybrid cells, primary screen, cell-based, luminescence, CHO-S, Gal4-NCOR/VP16-NR2E3; luciferase; AID 602229, 2012; Photoreceptor-specific nuclear receptor (Homo sapiens), Q9Y5X4; 360,000 compounds, 0.35% hits; inhibition of corepressor binding, % at 3.98 µM;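 active = inhibition above the mean of all tested compounds plus 3 SD, cut at about 70% in these data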;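 also: 0% = DMSO with NR2E3 transfected cells and 100% = cells lacking NR2E3 construct; higher means lower luciferase signal from less NR2E3 corepressor binding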
# Target sequence (Q9Y5X4 whole entry, looked up, the tested form may be a part): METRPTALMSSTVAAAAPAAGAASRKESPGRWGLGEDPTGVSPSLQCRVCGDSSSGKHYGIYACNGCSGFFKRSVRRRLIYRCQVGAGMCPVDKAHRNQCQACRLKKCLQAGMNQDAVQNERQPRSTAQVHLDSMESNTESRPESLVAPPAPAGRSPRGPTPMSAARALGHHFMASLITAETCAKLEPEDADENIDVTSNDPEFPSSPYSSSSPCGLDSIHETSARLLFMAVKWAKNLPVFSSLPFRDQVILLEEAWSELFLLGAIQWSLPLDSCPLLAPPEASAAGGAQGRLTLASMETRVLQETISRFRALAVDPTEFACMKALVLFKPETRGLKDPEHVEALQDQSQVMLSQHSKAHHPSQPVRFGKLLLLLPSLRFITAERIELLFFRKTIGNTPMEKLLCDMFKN
# HIF-2a block – HIF-2a reporter inhibitors, primary screen, luminescence, 786-0 RCC cells | inhibition, % at 18.8 µM | 360,000 compounds, 0.72% hits | 786-0 RCC cells HIF-2a reporter, luciferase luminescence, overnight | AID 624352, 2012;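 active = inhibition of the luminescence signal of 40% or more relative to plate controls, in a single-dose primary screen at 18.75 µM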
# KKLEB tox – cytotoxicity in KKLEB CF airway cells, primary screen, cytotoxicity control for CF NF-kB inhibitor project, cell-based, uHTS, fluorescence assay plates; KKLEB CF airway cells viability, ATPlite luminescence, overnight; stronger effect = lower value; cells stimulated with P. aeruginosa culture filtrate; activity change (cytotoxicity), % at 5 µM; 360,000 compounds, 0.36% hits; AID 602141, 2011;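 active = corrected activity change at or below -50% at 5 µM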
# Shn3 3UTR inh – reduction of Shn3 3'UTR firefly luciferase signal, primary screen, Schnurri-3 inhibitor project, cell-based, Clone20 osteoblasts, set 2. 360,000 compounds, 0.52% hits. inhibition, % at 12.5 µM. AID 588674, 2011. Clone20 osteoblast Shn3 3'UTR firefly luciferase, 24 h;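 active = mean inhibition of at least 75% with every replicate also reaching 75%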;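 also: 0% = median of neutral control wells and 100% = pilot-screen positive control compound; some compounds past the cut are filed as inactive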
# MITF TRPM1 inh – inhibitors of MITF-dependent TRPM1 promoter reporter, primary screen, cell-based, SK-MEL-5, single point, luciferase; inhibition, % at 12.5 µM; 330,000 compounds, 0.83% hits; SK-MEL-5 TRPM1 promoter luciferase, 24 h;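 active = mean inhibition across replicates of 60% or more, whatever share of single replicates reaches that level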; also: values of inactives mirror those of a sister screen read the other way
# aDG glyco act – activators of alpha-DG glycosylation, primary screen, uHTS, Pro5-aDG cells, AlphaScreen; alpha-DG glycosylation AlphaScreen (IIH6); 0% Pro5, 100% B10-LARGE cell signal; activation, % at 10 µM; 360,000 compounds, 0.22% hits; AID 624168, 2012;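 active = activation of at least 8% versus controls, or a plate z-score of at least 8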;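 also: Pro5 are CHO cells carrying HIG-tagged alpha-DG that lacks glycosylation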
# TWEAK Fn14 block – inhibitors of TWEAK-Fn14 signaling, primary screen, luciferase reporter cells, uHTS; TWEAK-stimulated Fn14 reporter cells, luciferase luminescence, 8 h; inhibition, % at 10 µM; 360,000 compounds, 2% hits; AID 1159606, 2016; in the data active = inhibition above about 50%
# NR2E3 ag-2 – inhibitors of NR2E3-RetCOR corepressor binding, primary screen, NR2E3 agonist project, biochemical, TR-FRET, GST-NR2E3, biotin-RetCOR; 320,000 compounds, 0.12% hits; Photoreceptor-specific nuclear receptor (Homo sapiens), Q9Y5X4; 1536-well; AID 2300, 2010; inhibition of corepressor binding, % at 4.78 µM;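 active = percent inhibition above the cutoff of mean plus 3 SD of all tested compounds, set per screening campaign, cut at about 20% in these data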;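 also: 0% = DMSO wells and 100% = biotin wells as full block of FRET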
#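 System: GST-tagged NR2E3 plus biotinylated RetCOR corepressor; Amount: 1.35 nM GST-tagged NR2E3 final; Dosing: single nominal compound dose of 4.8 µM; Schedule: 5 h incubation at 4 °C; Technique: TR-FRET with europium anti-GST and streptavidin-D2, 340 nm excitation; Controls: biotin wells as high control, 0.6% DMSO wells as low control.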
# Peg3 promoter – Peg3 promoter-driven luciferase inhibitors, primary screen, cell-based, HeLa, luciferase luminescence | 360,000 compounds, 1.7% hits | HeLa PEG-Prom luciferase reporter, overnight | inhibition, % at 20 µM;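 active = inhibition of at least 50% at 20 µM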
# Numbers without * were called inactive; . = no result given.
# Start of the data: the first six compounds, to show the layout:
SMILES,CF NFkB inh,iPSC survival up,NR2E3 ag-1,HIF-2a block,KKLEB tox,Shn3 3UTR inh,MITF TRPM1 inh,aDG glyco act,TWEAK Fn14 block,NR2E3 ag-2,Peg3 promoter
COc1ccc(C2CC(c3ccccc3)Nc3nc(NC(=O)c4cccs4)nn32)cc1 (centres undefined),-13,-0.9,-16,25,-1,7,9,-0.2,-16,3,21
CCOc1ccc(S(=O)(=O)c2c[nH]c3ccccc3c2=O)cc1,-18,-0.5,0,17,-2,0,4,-0.1,11,-2,8
Cc1ccc(NC(=O)CCN2C(=O)c3ccccc3Sc3ncccc32)cc1,13,2.5,12,-10,13,43,-8,0.0,16,1,-12
O=C(Cn1cnc2c(nnn2-c2ccccc2)c1=O)NCC1CCCO1 (centres undefined),12,4.1,-10,14,-1,12,13,0.0,-1,1,14
CCN(CC)S(=O)(=O)c1ccc(C(=O)NC2=C(C(=O)OC)SCC2)cc1,-2,2.3,3,-14,10,12,-6,-0.7,8,0,9
CCCCNC(=O)[C@H]1N2C(=O)c3c(ccc(OC)c3OC)C2SC1(C)C (some centres undefined),-29,-0.4,-17,6,-1,13,3,0.0,2,2,7

# The listing, from the first entry:
SMILES,CF NFkB inh,iPSC survival up,NR2E3 ag-1,HIF-2a block,KKLEB tox,Shn3 3UTR inh,MITF TRPM1 inh,aDG glyco act,TWEAK Fn14 block,NR2E3 ag-2,Peg3 promoter
COc1ccc(C2CC(c3ccccc3)Nc3nc(NC(=O)c4cccs4)nn32)cc1 (centres undefined),-13,-0.9,-16,25,-1,7,9,-0.2,-16,3,21
CCOc1ccc(S(=O)(=O)c2c[nH]c3ccccc3c2=O)cc1,-18,-0.5,0,17,-2,0,4,-0.1,11,-2,8
Cc1ccc(NC(=O)CCN2C(=O)c3ccccc3Sc3ncccc32)cc1,13,2.5,12,-10,13,43,-8,0.0,16,1,-12
O=C(Cn1cnc2c(nnn2-c2ccccc2)c1=O)NCC1CCCO1 (centres undefined),12,4.1,-10,14,-1,12,13,0.0,-1,1,14
CCN(CC)S(=O)(=O)c1ccc(C(=O)NC2=C(C(=O)OC)SCC2)cc1,-2,2.3,3,-14,10,12,-6,-0.7,8,0,9
CCCCNC(=O)[C@H]1N2C(=O)c3c(ccc(OC)c3OC)C2SC1(C)C (some centres undefined),-29,-0.4,-17,6,-1,13,3,0.0,2,2,7
COc1ccc([N+](=O)[O-])cc1N(CC(O)CN1CCOCC1)S(=O)(=O)c1ccccc1 (centres undefined),-7,1.3,-32,17,-3,4,-1,-0.1,29,3,7
Cc1ccc(Oc2ncccc2/C=N/O)cc1,7,3.5,-20,7,-1,17,-14,0.0,2,2,6
N#CC1=C(S)N=C(N)C(c2nc(-c3ccccc3)cs2)C12CCCC2 (centres undefined),-19,-3.6,-21,-23,20,-5,7,0.0,-31,5,-26
CCN(C(=O)COC(=O)Cc1coc2cc(C)ccc12)c1c(N)n(Cc2ccccc2)c(=O)[nH]c1=O,7,-0.2,2,6,0,-12,-6,0.1,0,1,-1
O=C(/C=C/Nc1ccc(F)cc1Br)c1ccccc1,4,-2.9,-60,52*,-72*,-7,58,-0.1,90*,0,39
O=C(NCC1COc2ccccc2O1)C1CCCN(S(=O)(=O)c2cccc3nsnc23)C1 (centres undefined),-4,-0.7,-28,17,-2,-5,8,0.4,17,3,17
CC(=O)N1c2ccc(S(=O)(=O)N3CCC(C(=O)N4CCN(c5ccccc5)CC4)CC3)cc2CC1C (centres undefined),-18,-0.1,17,12,-2,74,6,0.8,-9,1,6
N/C(=N\OC(=O)CCCOc1ccccc1)c1cccc([N+](=O)[O-])c1,4,0.9,-12,12,18,10,-3,-0.3,2,2,3
CCN1CCCC1CNS(=O)(=O)c1ccc(F)c(Cl)c1 (centres undefined),-11,-0.5,-19,11,2,2,0,0.0,17,4,13
Cc1ccc(-c2nnn(CC(=O)NC(=O)NC3CCCCC3)n2)cc1,-23,0.6,9,8,4,5,2,-0.1,0,.,1
COc1ccc(NC(=S)NNC(=O)C(C)n2nc(C)c([N+](=O)[O-])c2C)cc1 (centres undefined),-14,-3.4,26,21,1,-21,5,-0.1,6,-4,26
Cc1cccc(NC(=O)CCNC(=O)c2ccccc2Cl)n1,15,-0.4,-34,8,22,-4,-3,0.0,-6,0,4
O=S(=O)(O)c1cccnc1SCc1ccccc1,-16,-0.4,5,6,2,-10,-8,-0.1,6,4,6
Cc1cccc(-c2cc3c(N=O)c4ccccc4c-3n[nH]2)c1,-25,-1.9,-193,-157,4,-22,-4,-0.4,53*,0,-114
CCOc1ccc(NC(=S)N/N=C(\C)Cc2ccc(OC)cc2)cc1,4,1.4,-8,-16,3,3,-8,0.0,15,-3,-6
O=C(Nc1nc(-c2ccccn2)cs1)C1CC(=O)N(c2ccc3c(c2)OCCO3)C1 (centres undefined),2,2.8,7,22,-13,16,11,0.3,70*,1,13
O=C(O)C1=NN(c2c(F)c(F)cc(F)c2F)C(=O)CC1,6,-0.5,-24,6,-10,10,1,-0.1,19,1,3
CCc1nc2c(c(=O)[nH]1)C1(CCCC1)Cc1ccccc1-2,3,-3.2,-9,4,3,10,7,-0.1,18,-1,13
CCCCC1NC(=S)N(C2CCCCC2)C1=O (centres undefined),-7,-0.3,-20,12,6,-3,-1,-0.1,-3,1,2
c1ccc2c(-c3[nH]ncc3CNCCCn3ncc4ccccc43)cccc2c1,-3,0.6,19,12,-1,90*,12,1.5,-2,0,41
Cc1cccc(NC(=O)Cn2c(O)c(N=NC(N)=S)c3ccccc32)c1,-13,-0.5,-24,19,-5,27,26,0.0,-1,1,39
Cc1ccc(S(=O)(=O)NC(=O)NN2CCCCCC2)cc1,-4,-0.7,11,-2,-15,-2,-5,0.1,9,5,-4
Cc1cc(F)ccc1-c1cc(C(=O)Nc2ccc(F)cc2)[nH]n1,-49,-2.6,-69,-263,12,-113,.,0.0,-46,.,-344
O=c1oc2c(O)cccc2cc1-c1nc2ccccc2[nH]1,-62,-0.7,-180,-213,-24,-31,-38,-0.2,33,.,-216
COc1ccc(CN2CN(C(C)C)CSC2=S)cc1,6,-3.7,2,3,2,2,1,0.3,11,0,18
Cc1cc(C)c(S(=O)(=O)N2CCCC(C(=O)NCc3ccncc3)C2)c(C)c1 (centres undefined),2,-0.3,-10,17,-11,24,3,0.1,2,2,9
CN1CC=C2C(C#N)=C(N)C(C#N)(C#N)[C@H](c3cccc(Cl)c3)C2C1 (some centres undefined),-8,0.0,-6,14,10,.,9,2.3,-5,-2,8
COc1ccc(C(=O)OCC(=O)Nc2ccc(Cl)cn2)cc1,11,-0.6,12,8,3,2,7,-0.2,15,1,6
O=C(N/N=C/C1CC=CCC1)c1cc2ccccc2cc1O (centres undefined),16,3.2,-31,-47,4,-13,18,0.0,19,-5,1
CSCCC(C(=O)NC1=NCCS1)N1C(=O)c2ccccc2C1=O (centres undefined),-2,-2.1,0,17,13,-11,-3,-0.1,-3,-1,17
COc1ccc(S(=O)(=O)N2CCN(C(=O)c3cc(-c4ccc(C)cc4)n[nH]3)CC2)cc1,-17,-1.4,-9,-27,1,-5,.,-0.1,-4,-1,-6
COc1ccc(C(CNC(=O)c2ccc(C)o2)N2CCOCC2)cc1 (centres undefined),0,0.2,-9,-8,-1,2,3,0.1,0,-2,-5
Cc1nc2c(C)cccc2cc1C(=O)N/N=C/c1ccc(N(C)C)cc1,27,1.5,-50,2,-7,-21,16,-0.3,16,3,12
Cc1cccc(C)c1NS(=O)(=O)c1ccc(-c2ccc(=O)[nH]n2)o1,-3,0.7,-2,18,6,-15,-2,0.2,-4,1,-17
COC(=O)c1ccc(/C=N\N2CCN(c3ccccc3)CC2)cc1,8,0.2,-30,-138,4,-7,-10,-0.2,-33,.,-133
CC(C)C(=O)N1CCC(Cc2ccccc2)CC1,-15,-0.3,31,8,4,-14,1,0.0,21,2,-4

# Fetched one by one from the list above (four):
SMILES,CF NFkB inh,iPSC survival up,NR2E3 ag-1,HIF-2a block,KKLEB tox,Shn3 3UTR inh,MITF TRPM1 inh,aDG glyco act,TWEAK Fn14 block,NR2E3 ag-2,Peg3 promoter
O=C(Nc1nc(-c2ccccn2)cs1)C1CC(=O)N(c2ccc3c(c2)OCCO3)C1 (centres undefined),2,2.8,7,22,-13,16,11,0.3,70*,1,13
COc1ccc(CN2CN(C(C)C)CSC2=S)cc1,6,-3.7,2,3,2,2,1,0.3,11,0,18
CCCCC1NC(=S)N(C2CCCCC2)C1=O (centres undefined),-7,-0.3,-20,12,6,-3,-1,-0.1,-3,1,2
O=c1oc2c(O)cccc2cc1-c1nc2ccccc2[nH]1,-62,-0.7,-180,-213,-24,-31,-38,-0.2,33,.,-216
